# Screening results as filed in PubChem.
# TEAD-YAP block – TEAD-YAP interaction inhibition; HEK-TIYL cells, TEAD-Gal4/YAP UAS-luciferase luminescence; inhibition, % at 9.12 µM; 1.4% of 640,000 active; in the data active = inhibition above about 32%;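 note: 0% = median of test compound wells and 100% = reference inhibitor wells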
# GPR151 activ – human GPR151 activation; Q8TDV0; PathHunter beta-arrestin GPR151 cells, luminescence; activation, % at 11.2 µM; 1% of 650,000 active; AID 1508602; in the data active = activation above about 4.9%;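 note: 0% = median of compound wells and 100% = cells with positive control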
# Target sequence (Q8TDV0 whole entry, looked up): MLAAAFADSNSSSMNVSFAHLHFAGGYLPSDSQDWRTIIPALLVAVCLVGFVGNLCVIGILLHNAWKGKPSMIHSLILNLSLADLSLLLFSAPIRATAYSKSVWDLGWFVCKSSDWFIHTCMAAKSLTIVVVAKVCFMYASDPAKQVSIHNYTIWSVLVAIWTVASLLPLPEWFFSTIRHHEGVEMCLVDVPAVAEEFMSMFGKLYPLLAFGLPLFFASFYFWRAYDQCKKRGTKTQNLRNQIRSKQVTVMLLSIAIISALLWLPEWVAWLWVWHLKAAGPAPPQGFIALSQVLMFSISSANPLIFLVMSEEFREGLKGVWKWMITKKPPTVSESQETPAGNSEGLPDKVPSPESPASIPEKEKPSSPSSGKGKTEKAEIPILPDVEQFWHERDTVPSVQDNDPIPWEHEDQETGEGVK
# FBW7 activator – human FBW7 E3 ligase activation, primary screen; AID 1259310; normalized activity (activation), % at 26.1 µM; Q969H0; AlphaScreen FBW7–phospho-cyclin E peptide binding, activator screen; 0.13% of 650,000 active; in the data active = normalized activity above about 1.9%;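 note: purified mutant Fbw7 with reduced substrate affinity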
# MITF primary – blocks human microphthalmia-associated transcription factor | AlphaScreen MITF homodimerization, bead proximity signal | 0.91% of 650,000 active | O75030 | AID 1259374 | inhibition, % at 2.6 µM; in the data active = inhibition above about 50%;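 note: 0% = vehicle wells with protein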
# Target sequence (O75030 whole entry, looked up): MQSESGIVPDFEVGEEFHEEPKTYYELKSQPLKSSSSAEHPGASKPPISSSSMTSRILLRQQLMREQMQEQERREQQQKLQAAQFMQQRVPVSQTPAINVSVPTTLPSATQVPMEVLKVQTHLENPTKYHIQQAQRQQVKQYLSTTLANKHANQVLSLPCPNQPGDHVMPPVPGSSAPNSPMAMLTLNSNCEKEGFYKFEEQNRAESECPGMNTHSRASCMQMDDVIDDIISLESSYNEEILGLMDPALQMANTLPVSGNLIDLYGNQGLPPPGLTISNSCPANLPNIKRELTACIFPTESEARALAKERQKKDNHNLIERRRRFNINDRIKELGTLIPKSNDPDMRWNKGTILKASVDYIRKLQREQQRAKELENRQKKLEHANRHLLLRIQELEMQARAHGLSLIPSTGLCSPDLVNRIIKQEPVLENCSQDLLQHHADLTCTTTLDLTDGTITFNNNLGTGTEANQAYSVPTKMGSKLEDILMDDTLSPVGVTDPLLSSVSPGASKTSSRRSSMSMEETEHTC
# An asterisk follows results filed as active; nt = no result given; & = joins results of further samples.
nr	compound	TEAD-YAP block	GPR151 activ	MITF primary	FBW7 activator
1	O=[N+]([O-])c1ccc(Cl)cc1NCc1cccnc1	-12	-1.1	14	0.8
2	CCOc1cc(/C=C2/SC(N)=NC2=O)ccc1OC	3	-1.9	17	0.3
3	CCC(C)N1C(=O)/C(=C/c2c(NCc3ccco3)nc3ccccn3c2=O)SC1=S (stereo not drawn)	43*	0.9	2	0.1
4	CC12C(=O)N(c3ccc(I)cc3)C(=O)C1C1C=CC2C1 (stereo not drawn)	0	-0.4	29	0.4
5	Cc1cc(C)c(-c2cc([C@H](C)O/N=C/[C@@H](C)[C@H](OCc3ccccc3)C(C)C)on2)c(C)c1	nt	-0.7	-5	0.1
6	COCCCN1C(=O)CC(CC(=O)N(CC2CCC(=O)N2)C(C)C)(c2ccccc2)C1=O (stereo not drawn)	0	-1.1	-6	0.0
7	CCc1ccccc1NS(=O)(=O)c1ccc2c(c1)SCCN2C(C)=O	-1	2.6	-4	0.0
8	Cc1c(Cl)cccc1NC(=O)N[C@H]1C[C@H]2C(=O)N[C@@H](CC(C)C)C(=O)N2C1	-27	-3.1	13	0.7
9	O=C(c1ccc(Cl)s1)N1CCc2ccccc2C1	-21	-0.4	6	0.0
10	O=C(c1ccccc1NS(=O)(=O)c1ccc(Br)cc1)N1CCOCC1	9	-0.8	26	0.1
11	CCOC(=O)c1c(NC(=O)C2CC2)sc(C(=O)Nc2ccc(C)cc2C)c1C	-24	1.4	6	-0.1
12	O=C1C2CC=CCC2C(=O)N1CCOc1cccc(Br)c1 (stereo not drawn)	-18	-1.5	-1	-0.2
13	COc1ccc(NC(=O)c2ccccc2F)cc1[N+](=O)[O-]	-23	-0.8	-7	0.0
14	COc1ccccc1OCC(=O)Nc1ccc(S(=O)(=O)N(C)C2CCCCC2)cc1	16	-0.3	-2	0.1
15	COc1ccc(C(=O)O)cc1S(=O)(=O)Nc1ccccc1C(C)=O	-5	2.8	-11	-0.2
16	Cc1cc(OCC(=O)Nc2ccc3c(c2)oc2ccccc23)ccc1Cl	-7	-0.8	1	-0.1
17	CCCN1C(=O)C(C)(C)COc2cc(NC(=O)c3ccc(C)c(C)c3)ccc21	-9	0.0	-2	0.0
18	COc1ccc(N2CCN(c3c(CN4CCCC4)c(=O)oc4ccccc34)CC2)cc1	13	0.6	23	0.3
19	CCCc1cc(=O)n(-c2nc3ccccc3s2)[nH]1	3	1.6	18	-0.1
20	O=C1NC(=S)N/C1=C/c1ccc(Sc2ccccc2)o1	6	4.3	7	0.1
21	CCC1=CC(C)(CC)N2C(=O)C(=O)c3cc(C)cc1c32 (stereo not drawn)	-4	-0.4	7	-0.1
22	O=C(Nc1ccccc1N1CCOCC1)c1cc(Br)ccc1Cl	0	1.2	9	0.2
23	O=C1CSC(c2cn(-c3ccccc3)nc2-c2ccccc2)N1Cc1ccccc1 (stereo not drawn)	1	-1.2	13	0.0
24	CCCCCCC(=O)N/N=C/c1cccc([N+](=O)[O-])c1	-2	0.2	-3	-0.1
25	CC(C)N(CCNC(=O)c1ccnc(Nc2nccc3ccccc23)c1)C(C)C	4	-1.0	0	0.0
26	CC(=O)N1c2c(cc(Br)cc2S(=O)(=O)Nc2ccccc2F)CC1C (stereo not drawn)	1	0.7	-11	0.1
27	NC(=O)c1c(NC(=O)c2cc3ccccc3oc2=O)sc2c1CCCCCC2	-21	28*	-2	0.9
28	O=C(O)CCCC(=O)N1CCC2(CC1)CC(=O)c1ccccc1O2	2	0.5	12	-0.5
29	CCOC(=O)CC1CSc2nc3sc4c(c3c(=O)n21)CCCC4 (stereo not drawn)	-10	-0.3	-6	0.0
30	C=CCN1C(=O)/C(=C\c2ccc(OC)c(OC)c2)C(C(=O)OC)=C1C	-4	-0.9	-11	-0.1
31	CC(OCC(O)CN(C)CCOc1ccccc1)c1ccc(Cl)cc1 (stereo not drawn)	-4	1.5	19	-0.1
32	Cc1ccc(NC(=O)Cn2c([N+](=O)[O-])cnc2C)cc1Cl	11	-1.4	2	-0.1
33	CCOC(=O)c1sc(NC(=O)COc2ccccc2)c(SC#N)c1C	-4	-0.8	10	0.0
34	O=C(COc1ccc(Cl)cc1)Nc1nc(-c2ccc([N+](=O)[O-])cc2)cs1	-1	-0.4	-7	-0.1
35	CC(C)(C)c1cc(S(=O)(=O)Nc2cccc(C(F)(F)F)c2)cc(C(C)(C)C)c1F	6	0.7	-8	-0.1
36	CCc1ccc(NC(=O)Nc2nnc(N3CCCCC3)s2)cc1	5	0.9	7	-0.1
37	Cc1cccc2nc(CSC(=S)N3CCOCC3)cn12	-57	-2.9	-11	-0.1
38	Cc1ccc(C2CC(c3ccc(Br)cc3)=NN2C(=O)CSc2nnc(CNC(=O)c3cccc(C)c3)n2C)cc1 (stereo not drawn)	16	-1.0	6	0.0
39	Cc1ccc(S(=O)(=O)N(CC(=O)Nc2ccc3c(c2)OCO3)c2ccc(C)c(Cl)c2)cc1	-2	-1.5	-6	-0.1
40	CCn1c(CNC(C)=O)nnc1SCC(=O)c1ccc(Br)cc1	-7	-0.6	-21	0.2
41	Cc1ccc(N(CC(=O)Nc2ccc(F)cc2)S(C)(=O)=O)c(C)c1	2	-0.4	0	0.2
42	COc1cc(C2Nc3ccccc3NC3=C2C(=O)CC(c2ccccc2)C3)cc(OC)c1O (stereo not drawn)	9	-0.7	1	0.0
43	CN1CCN(C(=O)c2cc(-c3ccc(Br)cc3)on2)CC1	-43	-1.0	2	-0.2
44	C=CCN=C1NN=C(c2cc(C)n(CCOC)c2C)CS1	95*	-6.6	5	-0.1
45	Cc1ccc(C(=O)c2cccc([N+](=O)[O-])c2)cc1C	6	-1.4	6	0.1
46	O=C(Cc1ccccc1)Nc1ccccc1Cl	-1	-0.4	-2	-0.1
47	C=C(CC(NS(=O)(=O)c1ccccc1)(C(=O)OC)C(F)(F)F)c1ccccc1 (stereo not drawn)	2	1.0	4	0.0
48	CCOCCn1ccc2c(OCC(=O)NCCOC)cccc2c1=O	0	14*	8	0.0
49	O=C(NCc1cccc(Cl)c1)c1cc(COc2ccc3ncccc3c2)on1	27	0.2	-2	0.0
50	O=C1CN(C(=O)CCC(=O)c2ccc(Br)cc2)CCN1	-5	2.1	0	-0.1
51	CCCCc1nc2c(C)c(N)cnc2n1Cc1cccc([N+](=O)[O-])c1	5	-2.3	5	1.4
52	Cc1cc(C)nc(SC2=C(Nc3ccccc3O)C(=O)N(CCc3ccccc3)C2=O)n1	1	-0.2	-1	0.2
53	Cc1ccc(/C=N/Nc2cccc3cccnc23)c(O)c1	-8	1.9	0	-0.1
54	COc1ccc(OC)c(CN(C)CCc2ccccn2)c1	-1	3.3	40	0.2
55	C=CCn1c(=O)c(C(=O)Nc2ccc(C)cc2)c(O)c2ccccc21	-10	0.7	-8	-0.1
56	COc1ccc(C2C=C(c3ccc(C)cc3)Nc3ncnn32)c(OC)c1 (stereo not drawn)	10	0.3	-4	0.0

# (next part)
nr	compound	TEAD-YAP block	GPR151 activ	MITF primary	FBW7 activator
57	C=CCc1cc(OC)ccc1OCCN1CCN(C)CC1	16	-2.0	67*	-0.2
58	CS(=O)(=O)N(CC(=O)Nc1c(F)cccc1F)c1ccccc1	1	-1.3	12	1.2
59	Cc1ccc(-c2ncn(-c3ccc(Nc4ncc(F)c(-c5cnn(C)c5)n4)cc3)n2)cn1	46*	-1.7	11	0.2
60	Cc1ccc(C)c(N(CC(=O)NC2CCCC2)C(=O)CCC(=O)Nc2cc(C)on2)c1	6	-0.3	-22	0.1
61	COc1ccc(S(=O)(=O)N2CCC3(CC2)OCCN3S(=O)(=O)c2cccs2)cc1C	6	1.4	13	0.0
62	CC(C)OC(=O)c1c(NC(=O)C(Sc2ccccc2)c2ccccc2)sc2c1CCCCC2 (stereo not drawn)	-4	2.1	19	0.5
63	CC1(c2ccccc2Cl)NC(=O)N(CC(=O)N2c3ccccc3NC(=O)C2(C)C)C1=O (stereo not drawn)	0	2.0	12	-0.1
64	NC(=O)NC(=O)/C=C/c1cccc([N+](=O)[O-])c1O	-1	0.5	19	-0.1
65	COc1ccc(C)cc1NC(=O)Cn1ncc2c(=O)oc3ccccc3c21	0	0.4	-1	-0.1
66	COc1cccc(CNc2cc(Nc3ccc(-c4cn[nH]c4)cc3F)ncn2)c1	-11	-0.7	-10	0.0
67	Cc1sc(NC(=O)c2ccccc2)c(-c2nc3ccccc3s2)c1C	2	-1.7	6	0.0
68	CC(C)CNC(=O)CN(CCc1ccccc1)S(=O)(=O)c1ccc(Br)cc1	-14	0.7	10	1.8
69	COc1cc(/C=C/C(=O)NCCN2CCOCC2)cc(OC)c1OC	-1	1.0	-8	-0.1
70	CC(C)=CC(=O)Nc1nc(-c2ccc(F)cc2)cs1	-18	-0.6	19	1.2
71	c1cnc(Nc2nc(NCc3cccnc3)c3ncn(-c4ccsc4)c3n2)nc1	7	0.0	-4	0.0
72	CCCOc1ccc(NC(=O)C2CC(=O)N(CC)C(=Nc3ccccc3OC)S2)cc1 (stereo not drawn)	-6	1.6	-2	-0.1
73	O=C(Cn1[nH]c(=O)c2ccccc2c1=O)NNC(=O)c1ccccc1F	-3	0.9	6	0.1
74	CC(=O)c1ccc(OCc2cc(C(=O)NCCn3nc(C)cc3C)no2)cc1	-27	-2.0	11	0.1
75	CCOCCCNC(=O)c1c(N)n(-c2ccccc2F)c2nc3ccccc3nc12	19	-1.3	-1	0.8
76	N#Cc1cc2nc3c(nc2cc1C#N)-c1ccccc1C3=O	0	0.6	-7	-0.2
77	CCOC(=O)C1=C(c2ccccc2)N=c2s/c(=C/c3cc4c(cc3Cl)OCO4)c(=O)n2C1c1ccc(SC)cc1 (stereo not drawn)	4	-0.2	2	-0.1
78	Cc1cc(NC(=S)N(CCN2CCCCC2)Cc2ccco2)ccc1Cl	-11	-0.5	-6	-0.2
79	CC[C@H](C)[C@@H]1NC(=O)[C@H]2CN(S(=O)(=O)c3ccc(C)cc3)CCN2C1=O	-8	-0.5	19	1.0
80	CC(C)(C)n1nc2c(c1NC(=O)Cc1ccc(F)cc1)CS(=O)(=O)C2	4	-1.2	7	-0.1

# An excerpt from above in order of SMILES length, falling:
nr	compound	TEAD-YAP block	GPR151 activ	MITF primary	FBW7 activator
55	C=CCn1c(=O)c(C(=O)Nc2ccc(C)cc2)c(O)c2ccccc21	-10	0.7	-8	-0.1
22	O=C(Nc1ccccc1N1CCOCC1)c1cc(Br)ccc1Cl	0	1.2	9	0.2
20	O=C1NC(=S)N/C1=C/c1ccc(Sc2ccccc2)o1	6	4.3	7	0.1

# New compounds follow:
nr	compound	TEAD-YAP block	GPR151 activ	MITF primary	FBW7 activator
81	COCC(=O)Nc1cnn(-c2cccc(C(=O)NCc3cc4cc(F)ccc4[nH]3)c2)c1	-1	2.3	1	0.3
82	COc1ccc(N2CN=c3s/c(=C4\C(=O)N(C)c5ccccc54)c(=O)n3C2)cc1	-13	-0.3	15	0.2
83	CC(=O)OCCN1C(=O)C2C3c4ccccc4C(c4ccccc43)C2C1=O (stereo not drawn)	3	0.0	14	0.0
84	C=CCn1c(SCC(=O)Nc2ccc(F)cc2)nc2sc(CC)cc2c1=O	7	1.0	11	0.2
85	Cc1ccc(NC(=O)c2cc(=O)c3cc(C)ccc3o2)c(C)c1	-18	-1.2	15	0.6
86	CSc1ccc(CCNCc2c(C(=O)O)n(Cc3ccccc3)c3cc(C)ccc23)cc1	4	0.9	-1	0.2
87	COc1ccc(-c2nn(-c3ccccc3)cc2/C=C/C(=O)O)cc1[N+](=O)[O-]	-10&-26	-0.3&1.2	0&-18	0.0&0.0
88	CCCNC(=O)C12CC3(C)CC(C)(CC(C)(C3)C1)C2	-5	-1.0	8	0.1
89	COc1cc(Br)c(/C=C2/C(=O)N(c3ccc(C(=O)O)cc3)N=C2C)cc1OC	3	-0.8	14	-0.3
90	COc1ccc(C2CC(c3cccs3)=NN2C(=O)CSc2nnc(CNC(=O)c3cc(OC)cc(OC)c3)n2C)cc1 (stereo not drawn)	-2	0.0	-10	0.0
91	COc1cc(C(=O)N2Cc3ccccc3CC2C)cc(OC)c1OC (stereo not drawn)	1	1.4	-3	0.0
92	CCCC(c1nnnn1Cc1ccco1)N1CCC(C(N)=O)CC1 (stereo not drawn)	12	1.0	-3	-0.1
93	O=C(Nc1ccc(I)cc1)C(=O)C1C(=O)Nc2ccccc21 (stereo not drawn)	-2	1.0	5	0.1
94	Cc1cc(C(=O)N2CCOCC2)nn1CC(=O)N1CCCc2ccccc21	-11	-0.8	15	0.0
95	COc1ccc(NC(=O)c2c(NCc3ccc(C)o3)sc3c2CCCCC3)c(OC)c1	4	-0.8	5	-0.2
96	O=S(=O)(c1cccc2c(S(=O)(=O)N3CCCCC3)cccc12)N1CCCCC1	4	1.0	5	-0.1
97	COc1cccc(NC(=O)c2cccc(N3C(=O)C4CCCCC4C3=O)c2)c1 (stereo not drawn)	-1	-1.1	7	-0.2
98	CCCCS(=O)CC(O)CSc1nc(-c2ccc(Br)cc2)cc(-c2ccccc2)c1C#N (stereo not drawn)	-5	0.0	9	0.1
99	COc1cccc(CNS(=O)(=O)c2ccc3c(c2)SCC(=O)N3)c1	-11	-0.7	-11	0.4

# Record cards, from the list above. Values in the order: TEAD-YAP block, GPR151 activ, MITF primary, FBW7 activator
# Profile of `Cc1cc(C(=O)N2CCOCC2)nn1CC(=O)N1CCCc2ccccc21` = -11, -0.8, 15, 0.0
# Profile of `COc1cc(C(=O)N2Cc3ccccc3CC2C)cc(OC)c1OC` (stereo not drawn) = 1, 1.4, -3, 0.0
# Profile of `COc1ccc(NC(=O)c2c(NCc3ccc(C)o3)sc3c2CCCCC3)c(OC)c1` = 4, -0.8, 5, -0.2
